# XBP1 UPR activ: activators of adaptive arm of unfolded protein response (XBP1) | CHO-XBP1 luciferase reporter, IRE1-XBP1 UPR activation, luminescence; percent of tunicamycin response, DMSO as zero | activation, % at 20 µM | actives 0.33% (n = 330,000) | AID 463104;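 active = versus positive control, 20 µM dose yields 30% or more activation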;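 note: 100% = tunicamycin at 10 µg/mL and 0% = DMSO only wells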
#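 incubation = overnight seeding at 37 °C, 6 h compound treatment at 37 °C | assay system = CHO-XBP1 cells stably carrying IRE1-XBP1-driven luciferase reporter | input = 1000 cells per well | detection = luciferase luminescence | dosing = single point, 20 µM final compound, 1% DMSO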
# Gli-Sufu block: antagonists of Gli-Sufu signaling; AID 588413; Sufu-KO-LIGHT fibroblasts, Gli luciferase reporter luminescence; actives 0.74% (n = 340,000); inhibition, % at 5 µM;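 active = inhibition above about 55%, limit read from the data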;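 note: 0% = DMSO-treated cells and 100% = wells with medium but no cells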
# UPR CHOP act: activators of apoptotic arm of unfolded protein response (CHOP). CHO-CHOP luciferase reporter, UPR activation, luminescence; percent of tunicamycin response over DMSO baseline. activation, % at 10 µM. actives 0.34% (n = 330,000);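 active = at 10 µM dose, activation of 40% or more, normalized to positive control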;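 note: 100% = tunicamycin at 10 µg/mL and 0% = DMSO alone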
#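 System: CHO CHOP reporter cells. Amount: 500 cells per well. Buffer or medium: F12 medium, 10% FBS. Compound dosing: one dose, 10 µM in 0.5% DMSO. Incubation: 6 h compound exposure at 37 °C after overnight seeding. Technique: Steady-Glo luciferase luminescence. Benchmarks: tunicamycin and DMSO controls.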
# EBI2 block: EBI2 (human) antagonism; P32249; actives 0.81% (n = 360,000); EBI2 beta-arrestin recruitment, luminescence, 7a,25-OHC stimulated; AID 651636; inhibition, % at 5 µM; in the data active = inhibition above about 38%;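 note: enzyme fragment complementation signal reports receptor beta-arrestin coupling in cells; 0% = agonist plus DMSO wells and 100% = wells without agonist; some results beyond the cut were filed as inactive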
# Mdm2 MdmX PPI: human Mdm2/MdmX binding inhibition; actives 3% (n = 330,000); inhibition, % at 8 µM; O15151+Q00987; SaOS-2 split-luciferase Mdm2/MdmX complementation, luminescence; AID 485346;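 active = inhibition of at least 50% at 8 µM in the primary screen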
# Target sequence (O15151 whole entry, looked up): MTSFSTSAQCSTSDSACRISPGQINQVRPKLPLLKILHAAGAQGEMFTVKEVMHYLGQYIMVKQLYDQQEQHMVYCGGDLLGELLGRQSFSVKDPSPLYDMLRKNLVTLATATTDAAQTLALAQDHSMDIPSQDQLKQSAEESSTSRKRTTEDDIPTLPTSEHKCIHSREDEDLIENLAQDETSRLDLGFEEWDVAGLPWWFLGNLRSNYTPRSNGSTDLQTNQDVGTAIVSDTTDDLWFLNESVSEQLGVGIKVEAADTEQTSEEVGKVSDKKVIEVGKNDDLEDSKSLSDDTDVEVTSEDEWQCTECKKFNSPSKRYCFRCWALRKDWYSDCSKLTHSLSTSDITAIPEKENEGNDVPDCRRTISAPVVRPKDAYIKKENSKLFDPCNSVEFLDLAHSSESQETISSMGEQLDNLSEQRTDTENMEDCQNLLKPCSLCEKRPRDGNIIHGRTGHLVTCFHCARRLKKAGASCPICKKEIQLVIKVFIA
# Target sequence (Q00987 whole entry, looked up): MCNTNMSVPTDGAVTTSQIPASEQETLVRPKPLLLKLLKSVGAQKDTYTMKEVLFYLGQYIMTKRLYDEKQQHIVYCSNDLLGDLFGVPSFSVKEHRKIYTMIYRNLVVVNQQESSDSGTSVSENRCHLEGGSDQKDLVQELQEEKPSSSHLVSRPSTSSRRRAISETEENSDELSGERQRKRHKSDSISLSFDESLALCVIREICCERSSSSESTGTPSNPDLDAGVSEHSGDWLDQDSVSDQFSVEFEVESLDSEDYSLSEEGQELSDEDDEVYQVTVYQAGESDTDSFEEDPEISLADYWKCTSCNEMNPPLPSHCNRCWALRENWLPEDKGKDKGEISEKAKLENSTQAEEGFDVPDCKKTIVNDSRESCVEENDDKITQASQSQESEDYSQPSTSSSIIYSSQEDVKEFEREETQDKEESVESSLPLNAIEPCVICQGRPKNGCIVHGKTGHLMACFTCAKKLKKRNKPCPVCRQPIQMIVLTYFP
# CXCR6 inh: CXCR6 (human) receptor inhibition | O00574 | CHO-K1 PathHunter CXCR6 beta-arrestin, luminescence | inhibition, % at 20 µM | actives 0.36% (n = 360,000); in the data active = inhibition above about 34%, passing the limit was not always enough;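 note: antagonist mode with CXCL16 agonist at 10 nM final; 0% = 10 nM CXCL16 with DMSO and 100% = unstimulated wells without agonist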
# Jurkat NFkB inh: lowers PMA/ionomycin-induced NF-kB signal in Jurkat cells; PMA/ionomycin-induced NF-kB luciferase reporter, luminescence; inhibition, % at 4 µM; actives 0.53% (n = 330,000); in the data active = inhibition above about 50%
# 697 NFkB inh: inhibitors of the PMA/ionomycin-induced NF-kB reporter in 697 B cells | 697 B-cell NF-kB luciferase reporter, 16 h | inhibition, % at 4 µM | actives 0.33% (n = 330,000) | AID 435022; in the data active = inhibition above about 35%
# CCR6 antagonist: CCR6 (human) receptor antagonism; P51684; CHO-K1 CCR6 PathHunter beta-arrestin, luminescence, CCL20-stimulated; inhibition, % at 20 µM; actives 0.49% (n = 340,000); AID 493098;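 active = compounds whose inhibition of the agonist-driven luminescence signal at 20 µM reaches about 50%, limit read from the data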;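 note: cells stimulated with CCL20 at 14 nM final; plate controls were DMSO with CCL20 for no effect and DMSO without agonist for full effect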
# Numbers without * were called inactive; . = not tested or not shown.
nr	SMILES	XBP1 UPR activ	Gli-Sufu block	UPR CHOP act	EBI2 block	Mdm2 MdmX PPI	CXCR6 inh	Jurkat NFkB inh	697 NFkB inh	CCR6 antagonist
1	Nc1c(Cl)cc2c(c1Oc1ccccc1)C(=O)c1ccccc1C2=O	1.3	-2.9	1.9	10.5	7.6	37.8*	-22.9	-68.9	22.1
2	CCN(C(=O)c1cccs1)c1nnc(-c2ccncc2)s1	1.4	-25.4	4.8	10.3	-0.8	-3.3	-1.6	-14.2	-5.7
3	COc1ccc2c(c1)CCCC21SC(NC(C)=O)=NN1C(C)=O (stereo not drawn)	-1.8	51.3	0.7	-2.6	-0.9	-2.5	-2.6	-16.7	6.0
4	O=C(NCCc1ccccn1)C1CCCN(S(=O)(=O)Cc2ccccc2)C1 (stereo not drawn)	-0.7	2.2	1.3	-15.0	9.6	-0.3	6.2	7.4	-2.3
5	CC(OC(=O)CN(C)S(=O)(=O)c1ccc(Cl)cc1)C(=O)Nc1ccc(N2CCOCC2)cc1 (stereo not drawn)	.	11.2	.	6.1	.	1.7	.	.	-0.3
6	CCOc1ccc(NC(=O)CC2C(=O)N(c3ccccc3)C(=O)N2CCc2cccs2)cc1 (stereo not drawn)	-2.5	0.2	0.1	0.5	8.8	1.8	26.3	-34.6	18.5
7	O=C(Nc1nc(-c2ccccc2)cs1)C1COc2ccccc2O1 (stereo not drawn)	7.0	-15.7	1.1	14.6	-7.1	2.5	11.1	11.8	4.5
8	OC(COCc1ccc2c(c1)OCO2)CN1CCC(Cc2ccccc2)CC1 (stereo not drawn)	3.5	18.3	1.6	-2.4	-0.4	-4.2	5.4	-3.6	4.3
9	c1ccc2c(c1)ncn2CCn1cnc2ccccc21	0.9	1.2	0.5	-11.8	-11.9	-9.9	8.0	-14.3	-3.9
10	COc1cccc(CCNC(=O)CCCC(=O)c2ccccc2)c1	-1.1	-1.1	1.7	0.9	11.3	0.6	-17.4	8.9	11.0
11	CC(=O)Nc1ccc(-c2nnn(CC(=O)c3ccc(F)cc3)n2)cc1Cl	1.6	-10.0	0.2	3.7	12.8	-4.6	3.6	8.0	3.0
12	O=C(CSc1nncs1)Nc1ccc(Cl)cn1	0.1	-6.4	2.5	-10.4	11.0	-2.7	5.4	10.6	-4.3
13	O=C(CC(=O)c1cc(Cl)ccc1O)c1ccccc1	3.2	-60.4	19.3	4.8	39.8	24.2	-61.4	-138.2	48.1
14	Cc1cccc(Nc2ncnc3c2cnn3C)c1	3.1	-12.9	-0.5	-13.0	28.0	1.8	1.6	1.7	-7.5
15	COc1ccccc1NC(=O)CSc1ncnc2c1oc1ccccc12	6.5	1.2	-1.1	10.1	25.2	1.1	16.8	-1.0	3.3
16	COc1cccc(CNC(=S)Nc2cccc(Cl)c2C)c1	-0.2	-24.7	0.9	4.9	27.3	9.0	6.3	5.0	5.1
17	CCOC(=O)CCNC(C(=O)OCC)c1ccccc1 (stereo not drawn)	0.2	1.7	-0.8	-8.1	-1.0	7.1	-8.2	-13.1	3.8
18	Cc1[nH][nH]c(=O)c1C(c1c(C)[nH][nH]c1=O)c1cn(Cc2ccccc2Cl)c2ccccc12	.	12.6	.	3.9	.	21.2	.	.	41.5
19	COC(=O)c1cc(OC)c(OC)cc1NC(=O)CCNC(=O)c1ccco1	-0.2	-6.8	-1.7	5.5	28.5	-2.2	-10.4	9.9	11.8
20	CCOC(=O)C(NC(=O)Nc1ccc(F)cc1F)(Oc1ccc(F)cc1)C(F)(F)F (stereo not drawn)	-4.8	4.6	-1.1	3.2	13.2	-1.3	0.5	-4.3	-13.9
21	CCCCOC(=O)c1ccc(NC(=O)C(=O)CC(=O)c2ccc(OC)cc2)cc1	2.9	-36.4	11.7	3.7	8.2	12.2	-1.2	-5.0	43.4
22	CCCCC[C@H](O)/C=C/C1=C(CCCCCCC(=O)O)C(=O)CC1	-3.8	-0.1	-1.9	1.5	36.3	0.0	0.4	23.3	3.5
23	CCCCC(O)(CCCC)C(=O)NNc1ccccc1	-0.6	10.6	0.9	-1.1	6.1	10.9	-4.9	21.8	21.3
24	O=C1/C(=C/c2ccccc2[N+](=O)[O-])COc2ccccc21	-0.7	-6.9	173.1*	-8.7	97.9*	19.3	17.1	-6.7	47.9
25	CC(C)COP(=O)(OCC(C)C)C(O)c1ccc(N(C)C)cc1 (stereo not drawn)	-1.6	3.9	-0.2	8.2	25.3	2.8	-3.4	7.4	-2.6
26	COc1ccc(CN2CCCCC2C)cc1OC (stereo not drawn)	-0.6	12.8	-1.3	-2.1	-22.4	0.1	-25.5	-8.8	-0.8
27	COc1ccc(CCC(=O)N2CCN(S(=O)(=O)c3ccc(OC)cc3)CC2)cc1	0.6	-5.7	1.5	34.1	12.2	2.0	12.5	7.1	0.8
28	O=C(c1ccccc1CCc1ccccc1)N1CCCC1	2.5	2.6	-0.6	-0.7	-40.7	-4.6	-27.4	-27.8	11.9
29	COc1ccc2c(c1)c(C(=O)CN1CCOCC1)c(C)n2C	0.3	8.7	2.5	-9.5	-16.9	-5.4	-5.1	-16.5	3.3
30	O=C(Nc1ccc(SC(F)F)cc1)c1ccc(F)cc1	-1.0	-72.0	4.0	2.9	-126.9	-5.8	-105.5	-103.9	3.0

# Random excerpt: 2 records from the list, in no set order.
nr	SMILES	XBP1 UPR activ	Gli-Sufu block	UPR CHOP act	EBI2 block	Mdm2 MdmX PPI	CXCR6 inh	Jurkat NFkB inh	697 NFkB inh	CCR6 antagonist
5	CC(OC(=O)CN(C)S(=O)(=O)c1ccc(Cl)cc1)C(=O)Nc1ccc(N2CCOCC2)cc1 (stereo not drawn)	.	11.2	.	6.1	.	1.7	.	.	-0.3
6	CCOc1ccc(NC(=O)CC2C(=O)N(c3ccccc3)C(=O)N2CCc2cccs2)cc1 (stereo not drawn)	-2.5	0.2	0.1	0.5	8.8	1.8	26.3	-34.6	18.5

# Additional entries follow:
nr	SMILES	XBP1 UPR activ	Gli-Sufu block	UPR CHOP act	EBI2 block	Mdm2 MdmX PPI	CXCR6 inh	Jurkat NFkB inh	697 NFkB inh	CCR6 antagonist
31	C=CCN1c2ccccc2[C@]23C[C@@H](C(=O)OC)N(C(=O)c4cccs4)C2=NC(C(=O)OC)=C(C(=O)OC)[C@H]13	8.9	0.3	4.1	8.7	19.3	-0.9	14.9	19.2	0.3
32	Cc1ccc(NC(=O)C2(c3ccc([N+](=O)[O-])cc3)CCCC2)cc1	-4.5	15.2	-0.5	27.7	1.8	6.7	-19.2	-34.0	10.4
33	O=C(NCCc1cscn1)C1CCC(=O)N(Cc2ccc(Cl)cc2)C1 (stereo not drawn)	-0.4	11.9	0.4	-4.0	20.4	0.2	-1.8	-7.6	-6.4
34	O=C(O)/C(=C\c1cccc([N+](=O)[O-])c1)c1ccc(S(=O)(=O)N2CCCCC2)s1	-0.1	0.0	-0.3	3.8	-12.2	7.7	-4.3	6.3	9.0
35	C/C(=N\NC(=O)c1ccco1)c1cc2ccccc2o1	0.7	-1.0	5.1	-7.9	-19.1	-2.4	-15.9	-5.3	13.4
36	O=C(Nc1ccc(Cl)cn1)c1cnn2cccnc12	-1.4	-70.2	0.4	1.5	5.0	1.7	-106.3	-57.2	2.8
37	O=C(Nc1nc2ccccc2n1CCN1CCOCC1)c1ccccc1	-0.2	-1.5	-0.1	3.7	2.8	8.7	-7.1	-0.4	12.2
38	CC(=O)Cc1nsc(NC(=O)c2ccco2)n1	-0.9	-14.5	0.1	-21.7	17.4	-8.0	5.2	9.5	-1.6
39	CC(=O)N1CC=C2C(C#N)=C(N)C(C#N)(C#N)[C@H](c3ccoc3)[C@H]2C1	1.1	-1.4	2.8	7.3	2.3	-0.2	11.2	17.1	10.1
40	CCn1c(CNC(=O)Cc2ccc(OC)cc2)nnc1SCC(=O)Nc1ccc(C(=O)O)cc1	-4.0	0.5	0.8	-1.8	0.3	-0.7	-7.0	2.9	1.4
41	NNC(=O)c1ccc2nc(-c3ccc(Br)cc3)cn2c1	1.8	-97.6	2.9	-1.7	-51.9	-8.3	-136.6	-191.2	-3.6
42	CCOc1ccc(N2C(=O)CC(SC(=NC)Nc3ccc4c(c3)OCO4)C2=O)cc1 (stereo not drawn)	-2.4	2.6	-3.8	6.7	29.4	4.1	-5.6	-9.3	-1.4
43	CC1C(=O)Nc2ccc(S(=O)(=O)N3CCN(c4ccccc4F)CC3)cc2NC1=O (stereo not drawn)	-2.7	28.2	0.4	-9.8	28.9	-7.4	13.0	-5.3	-0.1
44	CCCc1cc(=O)[nH]c2nnc(SCC(=O)NC3CCCCC3)n12	-0.2	-1.2	0.5	-15.3	8.2	4.2	1.4	5.2	1.4
45	COc1ccc(CN(Cc2nc3ccccc3c(=O)[nH]2)C(=O)c2ccco2)cc1	2.1	-8.6	-2.7	7.9	4.6	-1.6	-14.8	10.4	18.0
46	Cc1cc(C(=O)O)ccc1-n1c(C)ccc1C	-2.0	.	-0.2	.	16.2	.	-6.9	9.4	.
47	CNC(=O)c1sc(=S)n(-c2ccc(OC)cc2)c1N	-0.4	3.1	-1.0	2.9	1.2	9.1	0.0	0.9	8.6
48	CC(=O)N1CCOc2ccc(S(=O)(=O)NC(C)c3ccccc3)cc21 (stereo not drawn)	-3.1	61.0*	-0.2	-7.0	2.1	-8.5	2.0	-10.7	-6.6
49	CCN(CC)CCOC(=O)c1ccc2c(c1)OCCO2	-2.8	-3.7	-0.4	3.7	12.0	4.8	4.7	-13.4	4.8
50	C[C@@H]1CC[C@]2(C(=O)O[C@@H]3O[C@H](CO)[C@@H](O)[C@H](O)[C@H]3O)CC[C@]3(C)C(=CCC4[C@@]5(C)C[C@@H](O)[C@H](O)[C@@](C)(C(=O)O[C@@H]6[C@H](O)C[C@@]7(C)C(CC[C@]8(C)C7CC=C7[C@H]9[C@](C(=O)O[C@@H]%10O[C@H](CO)[C@@H](O)[C@H](O)[C@H]%10O)(CC[C@@H](C)[C@@]9(C)O)CC[C@]78C)[C@@]6(CO)C(=O)O)C5CC[C@]43C)[C@@H]2[C@]1(C)O (stereo partly drawn)	-1.2	-6.1	0.5	-4.7	4.0	2.8	-8.0	-0.2	-2.0
51	CCCCCCc1ccc(OCC(=O)OC)cc1OCC(=O)OC	0.0	-1.6	-1.3	-5.2	27.7	1.2	8.8	23.7	1.1
52	CCOc1cc(/C=C2\SC(=S)N(Nc3ccccc3)C2=O)ccc1O	2.2	-22.9	8.4	16.5	0.7	43.7*	-32.8	-62.1	61.9*
53	COC(=O)C1(CC2CC(c3cccc(Br)c3)=NO2)CCN(C(=O)OC(C)(C)C)CC1 (stereo not drawn)	-0.5	18.1	-1.7	4.3	6.3	-9.8	11.3	-4.3	9.7
54	CCN(Cc1ccc(NC(C)=O)cc1)CC1CCCN(CCc2cccc(F)c2)C1 (stereo not drawn)	.	26.1	.	-14.5	.	9.7	.	.	4.1
55	CCOc1ccc(NC(=O)NC2CC(=O)N(c3ccc(OC)cc3)C2)cc1 (stereo not drawn)	-3.7	-24.0	-3.8	11.3	12.7	-0.9	3.6	19.6	16.3
56	OCCn1nc(-c2ccccc2)cc1-c1ccccc1	-3.7	.	0.5	13.0	-1.7	-5.2	2.9	-13.9	-6.7

# With a hit mark in CXCR6 inh, of those listed so far:
cpd	structure	EBI2 block	Mdm2 MdmX PPI	CXCR6 inh	Jurkat NFkB inh	697 NFkB inh	CCR6 antagonist
1	Nc1c(Cl)cc2c(c1Oc1ccccc1)C(=O)c1ccccc1C2=O	10.5	7.6	37.8*	-22.9	-68.9	22.1
52	CCOc1cc(/C=C2\SC(=S)N(Nc3ccccc3)C2=O)ccc1O	16.5	0.7	43.7*	-32.8	-62.1	61.9*
